# POLK inh = inhibitors of human DNA polymerase kappa. purified Pol kappa, fluorescent DNA synthesis assay, 10 min. Potency, µM (top dose mostly 107 µM), inactives show top-dose activity, negative = inhibition, actives largely listed as inhibitors. AID 588579. 400,000 compounds, 0.53% hits; also: potency is read from the fitted curve at half-maximal effect; % is scaled to controls: 0 for no effect and ±100 for the full control effect
#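 Enzyme at 10 nM met test compounds for 15 min at room temperature. Substrate addition (50 nM final) began the reaction, which was monitored by fluorescence at 0 and 10 min.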
# APE1 inh = inhibitors of human APE1 endonuclease. AID 2517. 350,000 compounds, 0.35% hits. Potency, µM (top dose mostly 65.8 µM), for the others: top-dose activity change, negative = inhibition, usual class: inhibitors. recombinant APE1, TAMRA/BHQ-2 abasic DNA cleavage fluorescence;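 also: potency is read from the fitted curve at half-maximal effect; plate controls were vehicle for no effect and reference inhibitor for full effect; nearly all actives have a fitted effect of over 55% in size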
# Target sequence (P27695 whole entry, looked up): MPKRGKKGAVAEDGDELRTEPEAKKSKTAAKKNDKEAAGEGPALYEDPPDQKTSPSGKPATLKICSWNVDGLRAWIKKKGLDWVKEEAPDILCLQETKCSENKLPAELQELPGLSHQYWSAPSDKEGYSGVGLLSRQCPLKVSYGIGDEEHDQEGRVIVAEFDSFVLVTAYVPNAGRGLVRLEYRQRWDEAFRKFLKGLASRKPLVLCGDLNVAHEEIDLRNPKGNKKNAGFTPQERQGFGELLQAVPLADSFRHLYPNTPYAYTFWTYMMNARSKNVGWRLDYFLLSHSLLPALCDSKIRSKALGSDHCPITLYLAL
#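 Activity was derived from the fluorescence gain between first and third kinetic reads (60 s intervals, ex 525/em 598 nm) after 50 nM THF-abasic TAMRA/BHQ-2 duplex was added to 0.75 nM APE1 preincubated 15 min with compound.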
# TRHR ag = activates the human TRH receptor | P34981 | TRHR cells, calcium flux fluo-8, FDSS agonist mode | activation, % at 2 µM | 360,000 compounds, 0.18% hits; in the data active = activation above about 30%; also: 0% is about no effect
#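 In this calcium-flux screen, cells bearing human TRHR are dye-loaded with fluo-8, baselined for 10 cycles, then exposed to library compounds; positive kinetic calcium responses during the agonist phase mark hits, with TRH as control.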
# Pol beta inh = DNA polymerase beta (human) inhibition; P06746; Pol beta primer extension/strand displacement, fluorescence kinetic; Potency, µM (highest dose often 114 µM), inactives show at the highest dose activity change, negative = inhibition, actives largely listed as inhibitors; 340,000 compounds, 1.3% hits; AID 485314; also: potency is read from the fitted curve at half-maximal effect; % is scaled to controls: 0 for no effect and ±100 for the full control effect
#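 Homogeneous kinetic assay of primer extension and strand displacement by 10 nM Pol beta, preincubated 15 min at room temperature with compound before 50 nM substrate (final) was added. Read at 0 and 10 min; four-parameter Hill fit.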
# 12-LOX inh = ALOX12 (human) lipoxygenase inhibition | P18054 | purified 12hLO, xylenol orange hydroperoxide absorbance | Potency, µM (doses to about 108 µM), for the others: top-dose activity change, negative = inhibition, hits mostly inhibitors | 580,000 compounds, 1.1% hits; also: potency is read from the fitted curve at half-maximal effect; % is scaled to controls: 0 for no effect and ±100 for the full control effect
#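 Purified human 12hLO at 150 nM in 25 mM Hepes, 0.01% Triton X-100, pH 7.0, preincubated 15 min at room temperature with compound. Reaction started with 40 uM arachidonic acid, 30 min at room temperature. Hydroperoxide measured by Fe-xylenol orange, 573/405 nm absorbance ratio.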
# BLM inh = Bloom syndrome helicase (human) inhibition | P54132 | 350,000 compounds, 0.2% hits | recombinant BLM DNA unwinding, fluorescence dequenching | Potency, µM (series often up to 56.1 µM), for inactives: at the highest dose activity change, negative = inhibition, most hits filed as inhibitors | AID 2528;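 also: potency is read from the fitted curve at half-maximal effect; plate controls were vehicle for no effect and no enzyme for full effect; nearly all actives have a fitted effect of over 35% in size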
# ERG Ets-DNA blk = ERG Ets/DNA interaction inhibition; P11308; fluorescence polarization, His-ERG Ets domain / labelled DNA; Potency, µM (series often up to 76.9 µM), for inactives: top-dose FP activity, negative = inhibition, hits mostly inhibitors; 370,000 compounds, 0.028% hits; AID 624246; active = well fitted inhibition curve with a large enough effect in the polarisation, with a control signal flat; inconclusive = small, poorly fitted or top-dose-only effect, or effect the other way, or a change in a side signal; inactive = no such curve, though single readings can be large or run the other way; the % refers to the polarisation;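 also: polarization taken with two DNA probes labelled with fluorescein and Texas red; potency is read from the fitted curve at half-maximal effect; % of control where 0% means no effect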
# Target sequence (P11308 whole entry, looked up, the tested form may be a part): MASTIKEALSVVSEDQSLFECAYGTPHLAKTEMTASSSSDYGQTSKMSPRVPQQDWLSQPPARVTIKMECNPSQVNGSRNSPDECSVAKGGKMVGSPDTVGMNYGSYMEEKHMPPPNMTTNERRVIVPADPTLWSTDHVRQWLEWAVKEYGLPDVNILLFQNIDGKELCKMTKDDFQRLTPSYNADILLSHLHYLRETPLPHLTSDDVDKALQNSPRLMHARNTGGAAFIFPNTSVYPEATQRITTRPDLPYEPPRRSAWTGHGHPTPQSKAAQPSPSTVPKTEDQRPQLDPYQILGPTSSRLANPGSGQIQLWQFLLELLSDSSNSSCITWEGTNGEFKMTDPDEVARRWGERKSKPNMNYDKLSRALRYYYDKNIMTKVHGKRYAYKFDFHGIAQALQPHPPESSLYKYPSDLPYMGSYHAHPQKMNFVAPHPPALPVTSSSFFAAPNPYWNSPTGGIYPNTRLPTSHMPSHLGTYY
#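 His-tagged ERG Ets domain (1 uM in the protein solution; 300mM KCl, 50mM Tris-HCl, 1mM EDTA, 1mM DTT, pH 7.5) received compound, then a probe mix of 5 nM fluorescein-DNA and 100nM Texas-615-DNA. Fluorescence polarization was read for both dyes.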
# Pol iota inh = blocks human DNA polymerase iota activity; Pol iota fluorescent replication assay, 10 min; 390,000 compounds, 1% hits; Q9UNA4; Potency, µM (highest dose often 115 µM), for the others: at the top dose activity, negative = inhibition, actives largely listed as inhibitors; also: potency is read from the fitted curve at half-maximal effect
#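 Pol iota at 10 nM preincubated 15 min with compounds at room temperature; reaction started with fluorescent substrate, 50 nM final. Fluorescence read kinetically at 0 and 10 min; buffer-only wells as negative control.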
# Anesthetic bind = binds horse apoferritin like a general anesthetic | apoferritin/1-aminoanthracene competitive binding, fluorescence | 350,000 compounds, 0.074% hits | Potency, µM (series often up to 77.5 µM), without a hit: at the top dose activity change, negative = displacement, hits mostly inhibitors | P02791; also: potency is read from the fitted curve at half-maximal effect; % is scaled to controls: 0 for no effect and ±100 for the full control effect; nearly all actives have a fitted effect of over 20% in size
# Target sequence (P02791 2-175 limits assumed): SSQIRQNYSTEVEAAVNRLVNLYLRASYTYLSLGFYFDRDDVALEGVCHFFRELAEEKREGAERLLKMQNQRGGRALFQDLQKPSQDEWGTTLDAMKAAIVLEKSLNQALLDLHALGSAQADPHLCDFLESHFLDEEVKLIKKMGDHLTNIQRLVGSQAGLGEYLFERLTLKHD
#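 Steps: apoferritin (10 uM) was premixed with half-saturated 1-AMA in PBS, compounds were pin-transferred, plates stood 10 min at room temperature, fluorescence was read at 380/535 nm, and curves were fitted with a Hill equation.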
# Active calls of the source: *; ? = inconclusive; . = no result given; & = joins results of further samples; [ ] = dose if it differs, or a comment. Unless noted, calls follow the shape of the dose curve; as a rule, active = well fitted curve in the direction sought with a large enough effect; inconclusive = small, poorly fitted or top-dose-only effect, or another doubt; inactive = no such curve, though single readings can be large; an effect the other way counts as inactive or inconclusive. This is a subset. The share of hits here may be higher or lower than overall.
Compound	POLK inh	APE1 inh	TRHR ag	Pol beta inh	12-LOX inh	BLM inh	ERG Ets-DNA blk	Pol iota inh	Anesthetic bind
COc1cc(/C=C2\OC(=O)c3c(OC)cccc32)ccc1O	-29%	2%	8.7	24%	14%	0%	3%	1%	262%[activator]
CCc1ccc2c(c1)/C(=N/OC)C(=O)N2	-8%	-2%	0.1	0%	-1%	2%	-10%	8%	-14%
O=C(CC(=O)N/N=C/c1ccccc1)NCc1ccccc1	-7%	-10%	0.1	3%	1%	1%	2%	24%	?
O=[N+]([O-])c1ccc(C(=S)N2CCC(Cc3ccccc3)CC2)cc1	-2%	2%	-0.3	3%	-20%	-3%	-4%	0%	-9%
Cc1ccc(NC(=O)C2CCN(c3nc4ccccc4nc3C(F)(F)F)CC2)cc1F	-12%	.	1.0	-29%	-15%	-2%	-2%	32%[activator]	4%
O=C(CSc1n[nH]c(=O)n1C1CC1)N1N=C(c2ccc(Cl)cc2)CC1c1ccco1 (centres undefined)	-5%	2%	-0.3	1%	?	-3%	-5%	21%	-3%
O=C(Nc1cccc(Cl)c1)Nc1cc(S(=O)(=O)N2CCOCC2)ccc1N1CCCC1	-3%	-13%	-0.2	36%	?	-4%	-6%	-6%	7%
CCN=C(NCC)SC1CC(=O)N(c2ccc(OC)cc2)C1=O (centres undefined)	-4%	-3%	-0.3	7%	-1%[57.4 µM]	-4%	.	14%	-7%
O=C(CCc1nc2ccccc2c(=O)[nH]1)Nc1cc(C(F)(F)F)ccc1N1CCOCC1	-2%	4%	0.0	.	-8%	.	9%	18%	.
N#CC1=C2N=C(N)c3ccccc3N2C2=C(C(=O)CCC2)C1c1ccc(F)cc1 (centres undefined)	-2%	-2%	-0.2	15%	13%	-5%	5%	60%	-2%
COc1ccc(CNC(=O)COC(=O)/C=C/c2cccs2)cc1	-3%	-8%	-0.6	39%	2%	-1%	-1%	1%	-6%
O=C1CC(c2c[nH]c3ccccc23)C(=O)N1 (centres undefined)	-5%	-3%	-0.1	-14%	-22%	-4%	0%	18%	-4%
Cc1cc(NC(=O)COC(=O)C2CCN(S(=O)(=O)c3ccccc3)CC2)c([N+](=O)[O-])cc1C	-5%	8%	0.2	-11%	-13%	-5%	18%	14%	-12%
C[C@@H]1CN(CCCn2c3ccccc3c3ccccc32)C[C@H](C)N1	-1%[19.4 µM]	-2%&-4%	1.5	-1%	?	0%&30%	.	.	-5%
COc1cc(/C=N/NC(=O)c2ccc(-n3cccc3)cc2)ccc1O	?	-1%	-0.2	13µM*	11%	-11%	-1%	89µM*	-17%
CCCCCCNc1nc(NCc2ccco2)nc(OCC)n1	0%	-5%	-0.6	-1%	14%[57.4 µM]	-18%	-2%	-10%	-10%
O=C(NCCCN1CCN(CCCNC(=O)c2cccc([N+](=O)[O-])c2)CC1)c1cccc([N+](=O)[O-])c1	-4%	1%	-0.8	?	-13%	-11%	.	-11%	-3%
CC1(C)Cc2c(sc(NC(=O)C(=O)N3CCOCC3)c2C#N)CO1	-3%	29%	0.2	24%	?	1%	-1%	30%[activator]	-2%
CCc1nc2ccccc2n1CCCCOc1ccc(Cl)cc1	-11%	.	-0.1	3%	?	-9%	5%	-9%	4%
O=C(CN(Cc1ccc2c(c1)OCO2)C(=O)CNC(=O)c1ccco1)NC1CCCCC1	7%	0%	-0.7	-2%	?	-1%	-3%	-4%	-7%
NC(=S)Nc1nc2ccccc2s1	-7%	12%	6.9	-2%	6.3µM*	-1%	-4%	56%[activator]	?
COc1ccc2oc(-c3ccc(C)c(NC(=O)Cc4ccc(Cl)cc4)c3)nc2c1	-8%	.	1.5	8%	-19%	-4%	-3%	0%	7%
CC(C)(C)SCCNC(=O)Nc1ccccc1	-13%	32%[activator]	-0.3	47%	?	-10%	-1%	1%	2%
CC1(c2ccc(OC(F)F)cc2)NC(=O)N(/N=C/c2c(O)ccc3ccccc23)C1=O (centres undefined)	-7%	-8%	4.0	7%	-19%	-14%	7%	8%	-23%
Cc1ccc(CNC(=O)c2ccc(CS(=O)(=O)c3ccccc3)o2)cc1	6%	20%	-0.1	20%	-3%	1%	6%	37%	-10%
NC(=O)c1nn(-c2ccccc2)c(=O)cc1O	-1%	-1%	0.7	5%	?	1%	-6%	?	-3%
CC(=O)Nc1cccc2c1OCCO2	6%	6%	1.0	19%	2%	-1%	-7%	?	-12%
CC1(C)N=C(/C=N/O)CN1O	1%	1%	0.3	-3%	-5%	-3%	-11%	1%	-3%
CN(CC(=O)Nc1ccc(N2CCOCC2)cc1)C(=O)c1ccc(O)c(Cl)c1	0%	8%	0.6	-12%	4%	-4%	-6%	37%[activator]	-2%
CC(Oc1ccc(S(=O)(=O)N2CCCC2)cc1[N+](=O)[O-])C(=O)N(C)c1ccccc1 (centres undefined)	-3%	4%	-0.1	.	26%	.	-4%	?	.
Cc1noc(C)c1NC(=O)Nc1cccc2c1O[C@@H](CN(C)Cc1ccc3c(c1)OCO3)[C@@H](C)CN([C@H](C)CO)C2=O	17%	35%	.	.	-8%	.	5%	19%	.
COCCn1c(SCC(=O)Nc2cc(C)on2)nnc1C(C)C	0%	-10%	0.9	10%	15%	-5%	5%	94%[activator]	-3%
COc1ccc(C(=O)/C=C/C(=O)N(CC(=O)NC2CCCCC2)Cc2ccc(F)cc2)c(O)c1	-12%	19%	0.3	10%	?	-16%	11%	40%[activator]	-8%
CC(C)(/C=N/O)/[N+]([O-])=C/c1ccccc1C(F)(F)F	-17%	-6%	-2.0	2%	-13%	1%	-6%	11%	?
O=C(O)/C=C\C(=O)Nc1cccc(C(=O)Nc2cccc(O)c2)c1	-16%	?	2.4	28%	?	0%	-6%	8%	-10%
COc1ccc(CC(=O)Nc2ccc(S(=O)(=O)N3CCCC3)cc2)c(OC)c1	-1%	-9%	-0.1	.	-7%	.	7%	12%	.
CCCCn1c(CCNC(=O)c2ccco2)nc2ccccc21	5%	24%	-0.6	-10%	-29%	0%	9%	?	-6%
CC1(c2ccccc2Br)NC(=O)N(CC(=O)Nc2ccc(S(N)(=O)=O)cc2)C1=O (centres undefined)	1%	21%	0.6	16%	-24%	-4%	0%	50%[activator]	?
Oc1nc(-c2ccc(Cl)cc2)n2ccncc12	-4%	-1%	-0.3	-6%	-7%	2%	1%	-25%	-6%
CCn1cc(C(=O)OCc2ccccc2)c(=O)c2ccc(C)nc21	-5%	1%	-2.6	-22%	?	0%	6%	2%	-12%

# Rewritten with values under each structure: part of the list above.
# Values in the order: POLK inh, APE1 inh, TRHR ag, Pol beta inh, 12-LOX inh, BLM inh, ERG Ets-DNA blk, Pol iota inh, Anesthetic bind
> CCCCn1c(CCNC(=O)c2ccco2)nc2ccccc21
→ 5%, 24%, -0.6, -10%, -29%, 0%, 9%, ?, -6%
> COc1ccc(CC(=O)Nc2ccc(S(=O)(=O)N3CCCC3)cc2)c(OC)c1
→ -1%, -9%, -0.1, ., -7%, ., 7%, 12%, .

# More results:
Compound	POLK inh	APE1 inh	TRHR ag	Pol beta inh	12-LOX inh	BLM inh	ERG Ets-DNA blk	Pol iota inh	Anesthetic bind
O=C(CN1CCN(S(=O)(=O)c2ccc(Br)cc2)CC1)Nc1ccccc1F	-10%	-4%	0.5	9%	150%[activator]	0%	3%	-2%	0%
O=[N+]([O-])c1cc2c(cc1C=Nc1ccccc1)OCO2	-23%	-5%	0.1	14%	.	-6%	-4%	?	-11%
O=C(N1CCCCC1)C1(c2ccccc2)CCCCC1	3%	20%	-1.3	-3%	17%	-4%	6%	16%	-5%
COC(=O)[C@]1(C)CCC[C@@]2(C)C3CC[C@@]4(C)C[C@]3(CCC21)CC(=O)N4Cc1ccc(OC)cc1 (some centres undefined)	7%	15%	0.1	.	-7%	.	-5%	10%	.
Cc1ccc(NC(=O)NCCCN2CCCC2=O)cc1	0%	0%	-0.6	-1%	22%	-2%	-5%	6%[58.9 µM]	-4%
COc1ccc(CNC(=O)c2ccc(S(=O)(=O)NCc3ccco3)cc2)cc1	-14%	-8%	0.2	.	?	.	1%	49%[activator]	.
Nc1c(-c2cccc(Cl)c2)cnn1-c1cccc(C(F)(F)F)c1	-10%	-8%	-0.8	11%	?	-14%	3%	-2%	?
CC(=O)Nc1ccc(S(=O)(=O)N2CCSCC2)cc1	-6%	-1%	0.0	18%	2%	-1%	.	-9%	?
Cc1ccc(/C=C/C(=O)NCCCn2ccnc2)cc1	4%	8%	0.1	1%	1%	-8%	-21%	50%[activator]	-17%
Cc1ccccc1N=C(NOCc1ccccc1)c1nonc1N	-1%	-2%	0.2	-20%	?	-11%	-2%	9%	-1%
O=c1c2ccccc2c(C=Nc2ccccc2O)c(O)n1-c1nccs1	-22%	1%	4.6	-13%	8%	-5%	42%[activator]	-7%	-8%
Cc1cc(C)cc(C(=O)Nc2ccc(N3CCN(C(=O)c4ccco4)CC3)cc2)c1	-20%	-5%	-1.0	17%	7%	-2%	-2%	3%	-1%
COc1cccc(C2=NN(C(=O)c3cccs3)C(O)(C(F)(F)F)C2)c1 (centres undefined)	-26%	-3%	0.4	-8%	?	-12%	-5%	38%[activator]	?
COC(C/C=C\[C@H](O)[C@H](C)OCc1ccccc1)OC	-2%	.	.	.	-43%	.	-4%	26%	.
Cc1ccc(OCCCN2C(=O)C(=O)c3cc(C)ccc32)cc1	-1%	-4%	-0.9	?	?	-15%	-2%	19%	-8%
COC(=O)c1cc(=O)n(Cc2ccc3c(c2)OCO3)c(=Nc2ccc(F)cc2)s1	-2%	-3%	0.3	5%	-17%	-12%	7%	18%	-13%

# Assay outcomes from PubChem BioAssay.
